Screening results as filed in PubChem BioAssay.
FLuc modulator: inhibits or activates purified firefly luciferase, miR-21 counter-screen | P08659 | purified FLuc, Km substrates, luminescence inhibition | 360,000 tested, 6.9% active | Potency, µM (doses to about 57.5 µM), inactives show at the top dose activity change, negative = inhibition, usual class: inhibitors;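 also: plate controls were vehicle for no effect and reference inhibitor for full effect; nearly all actives have a fitted effect of over 55% in size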
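Purified P. pyralis luciferase (10nM final) with 10uM D-luciferin and 10uM ATP (Km levels) in 50mM Tris acetate pH 7.5, 10mM Mg acetate, 0.01% Tween-20, 0.05% BSA; qHTS 6-point titration, ~60 µM downward; luminescence read.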
ELG1 genotox: induces genotoxicity in HEK293T cells with luciferase-tagged ELG1 | HEK293T ELG1-luciferase reporter, luminescence, 16 h | Potency, µM (titrated, usually from 46 µM), for the others: at the top dose activity change, positive = activation, actives largely listed as activators | 330,000 tested, 1.3% active | AID 504466; also: % of control where 0% means no effect; nearly all actives have a fitted effect of over 60% in size
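Quantitative HTS format in 1536-well plates. HEK293T ELG1-luciferase reporter cells receive test compound and are incubated 16 hr at 37 °C, 5% CO2; ONE-Glo added, 30 min room temperature, then luminescence read.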
p53 reactivation: mutant p53 re-activation in reporter cells; Potency, µM (series often up to 92.2 µM), for inactives: at the highest dose activity change, positive = activation, hits mostly activators; 320,000 tested, 0.063% active; H1299 p53-A138V BP100-luciferase reporter, luminescence, 24 h; AID 504706; also: % of control where 0% means no effect; nearly all actives have a fitted effect of over 45% in size
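p53-null H1299 cells stably carrying temperature-sensitive p53-A138V and a BP100-luciferase reporter were pinned with compounds (4-point, 1:5 series) and held 24 hrs at 37 deg C. Luminescence was read 10 min after detection reagent.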
RORgamma inh: inhibitors of mouse ROR gamma transcriptional activity; Drosophila S2 Gal4-RORgamma UAS-luciferase reporter, 20 h; Potency, µM (top dose mostly 53.6 µM), inactives show at the top dose activity change, negative = inhibition, usual class: inhibitors; 310,000 tested, 5.4% active; also: % is scaled to controls: 0 for no effect and ±100 for the full control effect; nearly all actives have a fitted effect of over 60% in size
Target sequence (P51450 whole entry, looked up, the tested form may be a part): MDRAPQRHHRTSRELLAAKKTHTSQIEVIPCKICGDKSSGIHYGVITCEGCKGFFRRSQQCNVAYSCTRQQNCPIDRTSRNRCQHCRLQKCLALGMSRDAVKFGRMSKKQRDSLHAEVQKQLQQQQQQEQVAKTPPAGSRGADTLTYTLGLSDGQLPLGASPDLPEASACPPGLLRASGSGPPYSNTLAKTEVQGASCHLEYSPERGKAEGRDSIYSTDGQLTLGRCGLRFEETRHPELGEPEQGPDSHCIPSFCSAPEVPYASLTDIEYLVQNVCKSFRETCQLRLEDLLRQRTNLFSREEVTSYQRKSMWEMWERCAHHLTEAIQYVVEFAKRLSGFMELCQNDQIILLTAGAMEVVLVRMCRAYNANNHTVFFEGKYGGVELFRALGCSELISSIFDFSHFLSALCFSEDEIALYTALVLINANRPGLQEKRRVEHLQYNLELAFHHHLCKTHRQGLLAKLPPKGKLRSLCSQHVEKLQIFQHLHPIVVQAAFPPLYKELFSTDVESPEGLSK
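Luciferase reporter read in Schneider cells carrying Gal4-RORγ (mouse) and UAS-Photinus luciferase; cells given compound 1 h before 700 uM copper sulfate induction, then incubated 20 h at ambient temperature.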
Rab9 prom act: activates the Rab9 promoter. Huh7 Rab9 promoter-luciferase reporter, luminescence, 24 h. Potency, µM (series often up to 9.22 µM), for the others: at the highest dose activation, negative = inhibition, hits mostly activators. 320,000 tested, 2.8% active. AID 485297; also: % of control where 0% means no effect; nearly all actives have a fitted effect of over 60% in size
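Promoter activation is measured as luciferase luminescence in Huh7 cells stably transfected with a Rab9 promoter–luciferase construct, following 24 h compound exposure at 37 °C and 10 min reagent incubation at ambient temperature.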
Gal4-VP16 FLuc: inhibits Gal4-VP16 luciferase reporter, ROR gamma counter-screen; Drosophila S2 Gal4-VP16 UAS-luciferase, luminescence, 20 h; Potency, µM (series often up to 53.6 µM), without a hit: at the highest dose activity, negative = inhibition, most hits filed as inhibitors; 310,000 tested, 3.5% active; AID 2546;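 also: Gal4-VP16 expression switched on by copper sulfate through the metallothionein promoter; % is scaled to controls: 0 for no effect and ±100 for the full control effect; nearly all actives have a fitted effect of over 50% in size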
uPA generation: cell surface uPA generation inhibition | cell surface uPA generation assay, qHTS | Potency, µM (top dose mostly 38.3 µM), without a hit: at the top dose activity change, negative = inhibition, hits mostly inhibitors | 330,000 tested, 0.31% active; active = well fitted inhibition curve with a large enough effect; inconclusive = small, poorly fitted or top-dose-only effect; inactive = no such curve, though single readings can be large or run the other way; tested in mouse RAW 264.7 cells; also: % is scaled to controls: 0 for no effect and ±100 for the full control effect; nearly all actives have a fitted effect of over 55% in size
BRCA1 expr act: increases BRCA1 expression | MCF7-BRCA1-FFLuc reporter, luminescence, 48 h; response scale: scaled: vehicle 0%, 10 µM genistein 100% | Potency, µM (highest dose often 46.1 µM), inactives show top-dose activation, hits mostly activators | 380,000 tested, 1.1% active | AID 624202; also: nearly all actives have a fitted effect of over 80% in size; some results filed as inactive show a strong effect at the top dose
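Cells: MCF7-BRCA1-FFLuc, 2000/well. Exposure: 48 h, 37 °C, 5% CO2. Read: luminescence, 15 min post-substrate. Controls: genistein 10 microM (maximal activation), DMSO (neutral).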
NPC1 prom act: activators of NPC1 promoter; Huh7 NPC1 promoter luciferase reporter, 24 h; AID 485313; 320,000 tested, 2.4% active; Potency, µM (titrated, usually from 9.22 µM), without a hit: top-dose activation, hits mostly activators;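 also: % of control where 0% means no effect; nearly all actives have a fitted effect of over 60% in size; reporter is driven by a mutant NPC1 promoter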
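Compounds in DMSO were transferred onto Huh7 NPC1-luciferase reporter cells pre-incubated 2 h; after 24 h at 37 °C, Amplite reagent was dispensed and luminescence recorded 10 min later.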
MLL CXXC-DNA inh: blocks binding of human MLL CXXC domain to DNA | AID 2662 | Potency, µM (doses to about 115 µM), inactives show at the top dose activity change, negative = inhibition, usual class: inhibitors | 290,000 tested, 0.037% active | MLL-CXXC / FITC-HOXA9 DNA fluorescence polarization | Q03164; active = well fitted inhibition curve with a large enough effect in the polarisation, with a control signal flat, not every such curve was filed as active; inconclusive = small, poorly fitted or top-dose-only effect, or effect the other way, or a change in a side signal; inactive = no such curve, though single readings can be large or run the other way; the % refers to the polarisation
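Steps: dispense CXXC domain solution (7 uM) → pin compounds or unlabeled HOX-A9 DNA control → 5 min ambient → add FLSN-HOX-A9 solution (50 nM) → spin → 30 min ambient → fluorescence polarization. Tris pH 7.5/NaCl/DTT/BSA buffer.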
MBNL1 CUG block: inhibitors of human MBNL1 binding to CUG repeat RNA. Q9NR56. TR-FRET MBNL1-His/biotin-(CUG)12 binding, 665/545 ratio. Potency, µM (doses to about 57.5 µM), for inactives: top-dose activity change, negative = inhibition, hits mostly inhibitors. 280,000 tested, 0.036% active; active = well fitted inhibition curve with a large enough effect in the signal ratio, with a control signal flat, not every such curve was filed as active; inconclusive = small, poorly fitted or top-dose-only effect, or effect the other way, or a change in a side signal; inactive = no such curve, though single readings can be large or run the other way; the % refers to the signal ratio; also: % is scaled to controls: 0 for no effect and ±100 for the full control effect
Target sequence (Q9NR56 whole entry, looked up): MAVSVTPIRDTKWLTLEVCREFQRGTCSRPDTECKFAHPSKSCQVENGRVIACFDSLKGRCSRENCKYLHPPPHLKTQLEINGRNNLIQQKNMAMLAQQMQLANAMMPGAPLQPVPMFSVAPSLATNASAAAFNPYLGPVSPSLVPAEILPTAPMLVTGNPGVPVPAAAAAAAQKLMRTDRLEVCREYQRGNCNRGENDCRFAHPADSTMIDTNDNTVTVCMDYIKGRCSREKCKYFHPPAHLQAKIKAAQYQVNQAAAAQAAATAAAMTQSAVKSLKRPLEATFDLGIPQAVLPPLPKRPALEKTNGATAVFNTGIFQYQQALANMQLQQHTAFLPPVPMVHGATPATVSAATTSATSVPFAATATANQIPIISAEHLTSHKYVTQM
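MBNL1-His + Biotin-(CUG)12, cpd titration 92 nM–58 uM; Tb anti-His Ab 0.055 ng/ul, SA-XL665 5 nM (final); 60 min RT; ratiometric 665/545 nm, Ex 340 nm; normalized to buffer and full-complex controls.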
* marks the source's active call; other numbers are inactive results; ? = inconclusive; . = not tested or not shown; & = joins results of further samples; [ ] = remark or other dose. Unless noted, calls follow the shape of the dose curve; as a rule, active = well fitted curve in the direction sought with a large enough effect; inconclusive = small, poorly fitted or top-dose-only effect, or another doubt; inactive = no such curve, though single readings can be large; an effect the other way counts as inactive or inconclusive. Potency is read from the fitted curve at half-maximal effect.

SMILES	FLuc modulator	ELG1 genotox	p53 reactivation	RORgamma inh	Rab9 prom act	Gal4-VP16 FLuc	uPA generation	BRCA1 expr act	NPC1 prom act	MLL CXXC-DNA inh	MBNL1 CUG block
COc1ccc(C(=O)Nc2nc3ccc(S(C)(=O)=O)cc3s2)cc1OC	0%	4%	2%	-20%	-1%	9%	-3%	26%	2%	-2%	-2%
Cc1cc(C(F)(F)F)nn1CC(=O)N1CCCC1	5%	5%	0%	-8%	-4%	-8%	-2%	-2%	3%	3%	-2%
Cc1cccc(CC(=O)Nc2ccc(C(=O)N3CCOCC3)cc2)c1	-14%	10%	-6%	7%	-3%	12%	10%	25%	-3%	-12%	-8%
CCOC(=O)c1c(S(=O)(=O)NCC2CCN(Cc3cccc(F)c3)CC2)c(C)n(C)c1C	1%	8%	-11%	0%	-5%	-8%	-9%	7%	-10%	1%	-2%
CCOC(=O)NN1C(=O)c2ccccc2NC1c1ccc(OC)cc1 (configuration not stated)	-6%	1%	0%	-6%	-3%	2%	-2%	-2%	-1%	-1%	-19%
COc1ccc2nc(NC(=O)CSc3nc4ccccc4o3)sc2c1	?	?	34%	?	?	?	-5%	84%	?	4%	27%
O=C(c1cnn2c(C(F)F)cc(-c3ccccc3)nc12)N1CCc2ccccc21	-1%	-7%	-2%	11%	-6%	8%	-2%	-6%	-17%	-25%	-10%
Cc1cccc(NC(=O)CSCC(=O)N2CCN(c3cccc(C(F)(F)F)c3)CC2)c1	3%	-2%	0%	.	-5%	.	0%	2%	-2%	.	.
O=c1c2c3c(sc2n2cnnc2n1CCc1ccccc1)CCCC3	7%	-20%	-15%	-12%	-3%	-21%	11%	-60%	-1%	9%	1%
CCN(Cc1ccncc1)C(=O)c1ccc(Br)o1	1%	0%	30%	-32%	0%	-8%	0%	1%	1%	11%	-4%
COc1ccc2oc(-c3ccc(NC(=O)c4ccc(N5CCOCC5)c([N+](=O)[O-])c4)cc3)nc2c1	4%	?	29%	27%	4%	-10%	-19%	-39%	7%	3%	?
CC1CCN(C(=O)c2ccc3c(c2)OCO3)CC1	3%	14%	9%	13%	-1%	5%	3%	10%	-4%	1%	-1%
O=C(CSc1nnc(C2COc3ccccc3O2)o1)NC1CCCCC1 (configuration not stated)	0%	-1%	6%	3%	-3%	-1%	16%	-7%	-3%	-4%	1%
COc1cc(/C=N/OCC(=O)NC23CC4CC(CC(C4)C2)C3)ccc1OCc1ccccc1	15µM*	11%	?	?	16%	-4%	-9%	-40%	11%	6%	-2%
Cc1cc(C)n(/N=C/c2cccc([N+](=O)[O-])c2)c(=O)c1	-9%	1%	22%	35%	3%	-2%	-5%	11%	-1%	1%	.
CCCC(=O)Nc1cccc(NC(=O)CN2CCN(c3ccccc3OC)CC2)c1	0%	0%	-6%	12%	4%	-2%	3%	-21%	2%	3%	0%
CCOc1ccc(S(=O)(=O)N2c3ccccc3CC2C)cc1 (configuration not stated)	1%	?	18%	-25%	-25%	?	.	-76%	-22%	18%	3%
O=C(COc1nsnc1N1CCOCC1)Nc1cccc(Cl)c1	-9%	-11%	-16%	5%	5%	-4%	-3%	-6%	-3%	15%	-7%
CCOc1ccc(NC(=O)CSc2nc3ccccc3nc2N2CCOCC2)cc1	2%&-18%	-2%	6%	18%	-2%	0%	4%	-5%	-3%	.	14%
CC(=O)Nc1ccc(S(=O)(=O)NCC(=O)OCC(=O)NC(=O)C2CCCCC2)cc1	1%	2%	-1%	-4%	-4%	3%	-1%	-3%	-1%	1%	-1%

6 structures from above, arranged by heavy-atom count, highest first:
SMILES	FLuc modulator	ELG1 genotox	p53 reactivation	RORgamma inh	Rab9 prom act	Gal4-VP16 FLuc	uPA generation	BRCA1 expr act	NPC1 prom act	MLL CXXC-DNA inh	MBNL1 CUG block
CCOc1ccc(NC(=O)CSc2nc3ccccc3nc2N2CCOCC2)cc1	2%&-18%	-2%	6%	18%	-2%	0%	4%	-5%	-3%	.	14%
COc1ccc(C(=O)Nc2nc3ccc(S(C)(=O)=O)cc3s2)cc1OC	0%	4%	2%	-20%	-1%	9%	-3%	26%	2%	-2%	-2%
COc1ccc2nc(NC(=O)CSc3nc4ccccc4o3)sc2c1	?	?	34%	?	?	?	-5%	84%	?	4%	27%
CCOc1ccc(S(=O)(=O)N2c3ccccc3CC2C)cc1 (configuration not stated)	1%	?	18%	-25%	-25%	?	.	-76%	-22%	18%	3%
Cc1cc(C)n(/N=C/c2cccc([N+](=O)[O-])c2)c(=O)c1	-9%	1%	22%	35%	3%	-2%	-5%	11%	-1%	1%	.
CC1CCN(C(=O)c2ccc3c(c2)OCO3)CC1	3%	14%	9%	13%	-1%	5%	3%	10%	-4%	1%	-1%

(list continues)
SMILES	FLuc modulator	ELG1 genotox	p53 reactivation	RORgamma inh	Rab9 prom act	Gal4-VP16 FLuc	uPA generation	BRCA1 expr act	NPC1 prom act	MLL CXXC-DNA inh	MBNL1 CUG block
CN1CCN(c2ccc(NC(=O)N3CCc4ccccc43)cc2)CC1	0.76µM*	0.46µM*	?	10µM*	0.11µM*	8.9µM*	-17%	-84%[inhibitor]	0.32µM*	5%	0%
O=C(CSc1nnc(Cc2ccccc2)o1)Nc1ccc(Br)cn1	6%	1%	8%	-10%	5%	2%	3%	18%	-2%	32%[activator]	9%
CCC1CCCCN1CCCNC(=O)Cn1ncc2c(C)n(Cc3ccccc3Cl)c(C)c2c1=O (configuration not stated)	-2%	1%	.	0%	0%	1%	-20%	-7%	-2%	.	-15%
CCCS(=O)(=O)c1nc(S(=O)(=O)c2ccc(C)cc2)c(NCCN2CCOCC2)s1	0%	-3%	0%	?	-3%	1%	0%	-14%	0%	3%	-7%
Cc1cc(C)c(S(=O)(=O)NCCSCc2ccco2)c(C)c1	6%	-3%	1%	.	-5%	.	-19%	0%	0%	.	.
O=C(OCCOCCN=C1NS(=O)(=O)c2ccccc21)c1ccccc1Br	0%	3%	-5%	8%	7%	9%	-2%	3%	1%	4%	-2%
N#C/C(=C/c1ccc(-c2cc([N+](=O)[O-])ccc2Cl)o1)C(N)=O	0%	-7%	2%	18%	0%	-5%	-12%	13%	0%	-2%	?
CCOC(=O)CN1C(=O)S/C(=C/c2cc(C)n(-c3ccccn3)c2C)C1=O	6µM*	17%	27%	4%	4µM*	6%	-7%	75%	?	-1%	?
COC(=O)C1=C(C)NC(=O)C1(NC(=O)c1cccnc1)C(F)(F)F (configuration not stated)	-3%	-1%	-8%	28%	0%	-26%	0%	0%	1%	-4%	-5%
Cc1cccc(NC(=O)c2cccc(N3C(=O)C4C5CCC(C5)C4C3=O)c2)c1C (configuration not stated)	0%	-5%	-3%	10%	6%	4%	.	4%	2%	-1%	7%
C[C@H](NC(=O)OC(C)(C)C)C(=O)N/N=C/C1=Cc2ccccc2OC1	?	-2%	-4%	21%	-6%	-9%	7%	11%	-1%	-9%	?
COc1ccc2oc(=Nc3ccccc3)c(-c3nc4ccccc4[nH]3)cc2c1	6µM*	7.3µM*	?	10µM*	?	?	-9%	20%	?	3%	?

Fetched by structure from the entries so far:
SMILES	FLuc modulator	ELG1 genotox	p53 reactivation	RORgamma inh	Rab9 prom act	Gal4-VP16 FLuc	uPA generation	BRCA1 expr act	NPC1 prom act	MLL CXXC-DNA inh	MBNL1 CUG block
COC(=O)C1=C(C)NC(=O)C1(NC(=O)c1cccnc1)C(F)(F)F (configuration not stated)	-3%	-1%	-8%	28%	0%	-26%	0%	0%	1%	-4%	-5%
C[C@H](NC(=O)OC(C)(C)C)C(=O)N/N=C/C1=Cc2ccccc2OC1	?	-2%	-4%	21%	-6%	-9%	7%	11%	-1%	-9%	?

This is a subset; rates above refer to the full screens.
